NPY Y1 blocker: blocks the human neuropeptide Y Y1 receptor; HEK293-CNG Y1 cells, membrane potential fluorescence; NPY at EC95, then isoproterenol; inhibition, % at 3.6 µM; P25929; actives 1% (n = 200,000); AID 1040;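 active means inhibition above the campaign mean inhibition of all tested compounds plus 3 SD, cut at about 20% in these data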;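 further: 0% = DMSO wells given NPY plus isoproterenol and 100% = isoproterenol alone without NPY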
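Benchmarks – high control isoproterenol alone, low control NPY with isoproterenol · Material – HEK293 Y1/CNG channel cell line · Times – dye 3 h, compound 60 min room temperature, stimulation 45 min · Probe or stimulus – NPY (25 nM), isoproterenol (1 µM), Ro 20-1724 (25 µM) · Evaluation – % inhibition of NPY effect · Signal – fluorescence, membrane potential probe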
EP2 modulator: modulators of human EP2 prostaglandin E2 receptor; P43116; actives 0.83% (n = 260,000); AID 940; induction, % at 25 µM; EP2-expressing cells, cAMP HTRF FRET, PGE2 co-stimulation;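 active means compounds whose cAMP rise, as percent of the full-agonist control response, exceeds 60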;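 further: rat C6 glioma line stably carrying human EP2 under a CMV promoter; the protocol text gives 20 µM as final concentration; 100% = response of wells given 1 µM PGE2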
Target sequence (P43116 whole entry, looked up): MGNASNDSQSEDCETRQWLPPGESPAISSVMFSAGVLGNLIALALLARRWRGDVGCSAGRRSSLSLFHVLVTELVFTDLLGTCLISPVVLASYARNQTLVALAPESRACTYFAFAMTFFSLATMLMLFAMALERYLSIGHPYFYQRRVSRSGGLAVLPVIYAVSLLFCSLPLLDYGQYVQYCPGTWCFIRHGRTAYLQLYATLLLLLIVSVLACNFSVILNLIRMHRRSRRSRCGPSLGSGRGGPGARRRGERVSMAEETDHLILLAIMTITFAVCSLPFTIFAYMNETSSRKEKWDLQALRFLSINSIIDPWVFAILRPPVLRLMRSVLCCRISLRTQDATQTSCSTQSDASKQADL
TRPML3 ag: agonists of human TRPML3 channel; activation, % at 3 µM; AID 1448; HEK293 TRPML3-YFP, Fluo-8 calcium fluorescence; 100% = the carbachol control signal; actives 0.29% (n = 220,000); Q8TDD5;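 active means activation above its plate's cutoff, the mean activation of the plate's test wells plus 3 SD, cut at about 12% in these data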;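 further: 0% = DMSO only wells and 100% = carbachol wells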
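Material: HEK293 cells stably carrying human TRPML3-YFP; compound dosing: single dose, 3 µM final nominal compound, 0.3% DMSO final; incubation: 1-h 37 °C dye load, 5-s basal, 120-s post-compound reads; technique: Fluo-8 intracellular calcium fluorescence, excitation 470-495 nm, emission 515-575 nm; read-out basis: percent activation from peak-to-basal fluorescence ratio, scaled between DMSO and carbachol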
TRPN1 ag: zebrafish TRPN1 (NompC) channel agonism | HEK293 zebrafish TRPN1-YFP, Fluo-8 calcium fluorescence; 100% = response to 87 µM carbachol | activation, % at 3 µM | actives 0.18% (n = 220,000) | AID 1424;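 active means activation above its plate's cutoff, the mean activation of test wells on that plate plus 3 SD, cut at about 19% in these data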;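 further: 0% = DMSO alone and 100% = 87 µM carbachol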
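Assay system: Zebrafish TRPN1-YFP in HEK293 cells | Incubation: Dye loading 1 h at 37 °C, then 30 min room temperature | Measured by: Kinetic Fluo-8 fluorescence, ex 470-495, em 515-575 nm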
NPY-Y1 PAM-ag: human NPY-Y1 potentiation or agonism, primary screen; P25929; NPY-Y1 expressing cells, potentiator/agonist activation; activation, % at 3.6 µM; actives 0.37% (n = 220,000); AID 1304; in the data active means activation above about 33%, passing the limit was not always enough;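 further: cells stimulated with NPY at EC10 then isoproterenol at EC100; 0% = low agonist plus stimulus and 100% = saturating agonist plus stimulus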
CHOP inhibitor: blocks CHOP induction under ER stress | CHO-K1 CHOP-promoter luciferase, tunicamycin-induced, 15-18 h | inhibition, % at 10 µM | actives 3.8% (n = 220,000) | AID 2732;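 active means compounds that reduced the stress-induced luciferase reporter signal by more than about 70% of percent inhibition, limit read from the data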;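 further: 0% = tunicamycin plus vehicle and 100% = wells without tunicamycin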
S1P4 antag: antagonists of human S1P4 receptor; O95977; S1P4-expressing cells, antagonist mode, reporter read-out; inhibition, % at 4.98 µM; actives 0.26% (n = 220,000); AID 1510; in the data active means inhibition above about 29%;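 further: 0% = wells stimulated with agonist and 100% = vehicle wells without agonist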
Target sequence (O95977 whole entry, looked up): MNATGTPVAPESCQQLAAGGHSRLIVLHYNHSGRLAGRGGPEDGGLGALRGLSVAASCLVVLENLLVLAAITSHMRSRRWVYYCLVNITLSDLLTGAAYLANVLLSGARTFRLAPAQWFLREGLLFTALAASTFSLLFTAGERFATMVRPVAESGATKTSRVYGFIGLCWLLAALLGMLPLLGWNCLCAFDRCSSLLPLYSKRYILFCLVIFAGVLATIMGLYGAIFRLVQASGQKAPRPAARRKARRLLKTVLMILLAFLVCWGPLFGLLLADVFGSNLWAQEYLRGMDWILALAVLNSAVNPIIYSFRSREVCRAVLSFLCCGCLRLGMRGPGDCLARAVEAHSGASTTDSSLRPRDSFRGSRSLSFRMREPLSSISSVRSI
S1P4 ag: activates the human S1P4 receptor; activation, % at 4.98 µM; AID 1509; actives 0.35% (n = 220,000); O95977; S1P4-expressing cell line, agonist reporter assay; in the data active means activation above about 11%;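 further: 0% = DMSO vehicle and 100% = reference agonist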
NPY-Y2 PAM-ag: potentiators or agonists of human neuropeptide Y receptor Y2; actives 0.45% (n = 220,000); P49146; activation, % at 3.6 µM; AID 1359; cells expressing NPY-Y2, potentiator/agonist read-out; in the data active means activation above about 27%;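 further: cells stimulated with NPY near EC25 plus isoproterenol at EC100; 0% = vehicle plus submaximal agonist and 100% = vehicle plus saturating agonist; some results beyond the cut were filed as inactive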
* = called active by the depositor; / = no result given; & = joins results of further samples. Rows are unselected; any-hit rate near 6.5%.

Screens in order: TRPN1 ag, NPY-Y2 PAM-ag, EP2 modulator, S1P4 ag, CHOP inhibitor, S1P4 antag, NPY-Y1 PAM-ag, NPY Y1 blocker, TRPML3 ag
(1) CCS(=O)(=O)C(=C1Nc2ccccc2N1)S(=O)(=O)CC
    2.0, 4, 17, -0.9, 16, -4, -15, -9, 1.0
(2) COc1cc(/C=N/NC(=O)CCN2CCN(Cc3ccccc3)CC2)cc(OC)c1OC
    -0.4, 1, -9, -2.9, 35, 5, 4, 7, -0.1
(3) COc1ccc(C(=O)NC(C)c2nnc(SCc3ccc(Cl)c(Cl)c3)n2C)cc1 (configuration not stated)
    0.1, 2, -23, -0.1, 24, -8, 10, -7, -0.4
(4) COc1cc(/C=N/n2cnnc2)ccc1OCC(=O)N1CCOCC1
    0.1, 9, 13, 0.8, -1, 11, 9, 0, 0.1
(5) CC(=O)NC(Cc1ccccc1)C(=O)OCC(=O)c1ccc(F)cc1 (configuration not stated)
    0.8, -1, 23, 0.9, -21, -12, 9, -1, 0.4
(6) COc1ccc(N2C(=O)CSC23CCCCC3)cc1
    0.9, 17, 24, -2.0, 7, -14, 2, 2, 0.3
(7) O=C(O)CCCCCNc1nc(=S)[nH]c2ccccc12
    1.1, -1, 9, 0.0, 0, -1, -6, 10, 1.2
(8) CCCCCNc1nc(-c2ccccc2)nc(-n2ccnc2)n1
    -0.2, -3, 16, -1.3, 72*, -3, -3, -2, 0.4
(9) CC(C)(C)NS(=O)(=O)c1ccc(OCC(=O)Nc2ccc3c(c2)OCCO3)cc1
    0.5, -5, 6, -0.8, 10, -2, -4, 2, -0.1
(10) COc1cc(C2C(C(C)=O)=C(O)C(=O)N2CCc2ccc(OC)c(OC)c2)ccc1O (configuration not stated)
    0.7, 9, 9&-10, 0.3, 1, -16, 16, -4, 0.5
(11) COc1ccc2c(CC(=O)OCC(=O)c3ccccc3OC)coc2c1
    1.2, -6, 6, -1.1, 10, -25, 2, 13, 0.2
(12) CC(=O)N1CCN(c2cc3c(cc2F)c(=O)c(C(=O)O)cn3C2CC2)CC1
    0.3, 9, 31, 0.2, 18, -9, 15, -4, 1.5
(13) CCN1C(=O)CSc2ccc(C(=O)NCc3ccco3)cc21
    0.5, -12, 4, -0.3, 8, -3, -11, 4, 0.0
(14) COc1cccc(NC(=O)CSc2nnc(-c3cccc(OC(C)C)c3)n2N)c1
    -1.1, 1, -15, -0.2, 32, 5, 4, 1, -0.9
(15) O=C(CSc1nnnn1-c1cccc(C(=O)O)c1)NC(c1ccccc1)c1ccccc1
    0.8, 5, 22, 1.4, -15, -8, -14, 15, 0.6
(16) COC(=O)c1c(NC(=O)c2ccccc2)sc(Cc2ccccc2)c1C
    -0.6, -1, 25, 2.0, 30, -5, 12, 5, -0.1
(17) O=C(COc1ncnc2c1cnn2-c1ccccc1)Nc1ccc(S(=O)(=O)N2CCCCC2)cc1
    0.7, 6, -1, -2.0, 55, -5, 5, -5, -0.1
(18) O=C(c1[nH]ncc1-c1cccc(Br)c1)C1CO1 (configuration not stated)
    0.1, -2, -4, 0.6, -101, -7, 7, /, -0.5
(19) Cc1cc(C)cc(NC(=S)N=Nc2c(O)n(C)c3ccc(S(=O)(=O)N4CCOCC4)cc23)c1
    -0.4, 9, 13, 1.1, -54, -4, -15, -4, 0.4
(20) Cc1cccc(NC(=O)c2ccc3nsnc3c2)c1C
    -0.9, -2, -31&0, 0.7, 26, 10, 5, -3, -0.1

Shown as a hit in CHOP inhibitor (from the list above):
item | molecule | NPY-Y2 PAM-ag | EP2 modulator | S1P4 ag | CHOP inhibitor | S1P4 antag | NPY-Y1 PAM-ag | NPY Y1 blocker | TRPML3 ag
8 | CCCCCNc1nc(-c2ccccc2)nc(-n2ccnc2)n1 | -3 | 16 | -1.3 | 72* | -3 | -3 | -2 | 0.4

(cont.)
Screens in order: TRPN1 ag, NPY-Y2 PAM-ag, EP2 modulator, S1P4 ag, CHOP inhibitor, S1P4 antag, NPY-Y1 PAM-ag, NPY Y1 blocker, TRPML3 ag
(21) CN(C)S(=O)(=O)c1ccc2c(c1)C(CC(=O)O)OC2=O (configuration not stated)
    0.3, 9, -2&-19, -2.1, 9, -8, 6, 1, 0.8
(22) CCOc1ccccc1Nc1nnc(SCC(=O)Nc2ccc3[nH]c(=O)[nH]c3c2)s1
    -0.2, 11, -9, 1.8, 8, -14, -6, 5, -0.1
(23) COc1ccc(-n2c(SCC(=O)NNC(=O)c3ccc(C)cc3)nnc2-c2ccncc2)cc1
    2.1, 4, -11, 0.0, 11, 1, -47, 4, 0.2
(24) CC(=O)CSc1ncnc2sc3c(c12)CCCC3
    -1.4, -15, 25&33, -0.1, 7, 2, -20, 2, -0.1
(25) CCOCC(=O)Nc1nc(-c2ccccc2)c(CC)s1
    -1.4, -5, 13, -3.3, 29, -1, 12, -5, 0.3
(26) C[C@@H](C(=O)O)[C@H]1C[C@]1(C)[C@H](NC(=O)OCc1ccccc1)c1ccccc1
    -0.3, -3, 30, 0.9, -8, 1, 0, -3, -0.9
(27) Cc1ccccc1NC(=O)N1c2ccccc2CC1C (configuration not stated)
    0.9, -11, -1, 1.3, -11, 21, 15, -1, 0.4
(28) CC(C)CCNC(=O)CCNS(=O)(=O)c1ccc(Cl)cc1
    -1.4, -1, 8, 0.3, -1, -21, -4, 6, -0.2
(29) Cc1ccnc(NC(=O)C(C)N2C(=O)c3ccccc3C2=O)c1 (configuration not stated)
    -0.6, -10, 7, 0.5, -3, -17, -3, 8, 0.4
(30) COCCC(=O)Nc1ccc2c(c1)CN(C(=O)CCSC)CC2
    0.4, 5, -5, -0.7, -16, 12, -14, 0, 1.4
(31) O=C(OC(C(=O)NCC1CCCO1)c1ccc(F)cc1)c1cccs1 (configuration not stated)
    0.1, 5, -10&1, -2.1, -1, -6, 5, -2, 0.1
(32) COC(=O)c1ccccc1NC(=O)CSc1nnc(C(CO)NC(=O)c2ccccc2Cl)n1C (configuration not stated)
    0.1, -7, 7, -0.7, 31, -11, -12, -5, 0.2
(33) CCCCCc1nc2c(=O)[nH]c3ccccc3c2o1
    0.1, 4, 11, -0.1, 29, -22, -4, 1, 0.2
(34) CC(C)COC(=O)C1[C@H]2C(=O)N(Cc3cccs3)C[C@]23C=C[C@H]1O3 (some centres not stated)
    -0.2, 3, 0, 1.2, 20, -32, 5, -2, 1.3
(35) COc1cccc(-c2nn(-c3ccccc3)cc2CN(C)C(C)c2ccncn2)c1 (configuration not stated)
    -1.6, 9, 22, 0.7, -12, -19, -2, 7, -1.0
(36) O=C(N/N=C/c1cccs1)c1ccc2nc[nH]c2c1
    1.2, -5, -18, 2.0, -7, 7, -5, 1, 1.1
(37) Cc1ccc2c(c1)cc(CN(Cc1ccc3c(c1)OCO3)C(=O)c1ccccc1)c1nnnn12
    0.5, 4, 14&15, -0.3, -20, 10, 6, 4, 0.6
(38) O=C(NC1=NCCS1)C12CC3CC(C1)CC(C(=O)NC1=NCCS1)(C3)C2
    3.5, 7, 6, -3.2, 6, 6, 0, 2, 1.1
(39) CC(C)NC(=O)c1cc(-c2ccco2)nn1-c1ccc(Cl)cc1
    0.5, -8, /, 0.5, /, -15, 10, 0, -0.2
(40) O=C(NNC(=O)c1ccncc1)c1ccncc1
    -0.6, 5, 19&28, -3.2, 21, -8, -11, -2, 0.1
(41) CCc1nc(SCC(=O)N2c3ccccc3CC2C)c2c(C)c(C)sc2n1 (configuration not stated)
    1.6, -27, 30, 1.5, 9, 4, -50, 11, -0.1
(42) Cc1ccc(-c2noc(CSc3ccccc3)n2)cc1
    0.0, -10, -8, 1.6, 62, -10, -9, 9, 0.1
(43) Cc1cc(C)nc(NC(=O)Cc2ccc(Br)cc2)n1
    0.8, -8, -4, -0.5, -7, 17, -14, -5, -0.2
(44) CCCCNC(=O)C1(NC(=O)Nc2ccccc2)CCCCC1
    0.5, -5, 12, 1.9, 19, -11, 9, 2, 0.3
(45) O=C1CCCN2N=C(SCC(=O)N3N=C(c4ccc(Br)cc4)CC3c3ccc(F)cc3)SC2=N1 (configuration not stated)
    0.1, -7, -15, 0.5, 31, 2, 1, -4, -0.4
(46) O=C(c1ccc(N2C(=O)C3C4c5ccccc5C(c5ccccc54)C3C2=O)cc1)N1CCOCC1 (configuration not stated)
    -1.5, 10, 12, 0.2, 16, -9, 21, 5, -0.1
(47) COCCn1cc(C(=O)NCc2cccs2)c2c3ccccc3n(C)c2c1=O
    -0.4, -6, 1, -1.9, 13, -11, -34, 3, -0.6
(48) CCOC(=O)C(=CN=C(N)Nc1nc2ccccc2o1)C(=O)OCC
    1.5, -2, 2, 1.2, -34, -27, 6, -2, 1.1
(49) CC(=O)OCCN1C(=O)c2cccnc2C1=O
    0.5, -5, 2, 1.4, -16, -7, 11, 0, 0.6
(50) Cc1cc(N(C)Cc2ccccc2)nc(-c2ccccc2)n1
    -0.9, 4, 2, -2.1, -13, 11, -18, 11, 0.2
(51) COc1ccccc1-c1noc(CCC(=O)Nc2cccc(C)c2)n1
    0.1, -3, -5, 2.2, 15, -11, -2, 2, -0.2
(52) O=S(=O)(c1ccccc1)N1CCN(C(=S)NCc2ccccc2)CC1
    1.6, -11, -49, -0.2, 40, -17, -16, -4, 1.1
(53) O=C(O)c1cc(=O)[nH]c2c(Cl)cccc12
    -1.1, 4, 28, 1.2, 8, -9, 4, -1, 0.4
(54) CCn1c(=O)n(CCc2ccccc2)c(=O)c2c3c(sc21)CCCC3
    -0.4, 6, 49, -1.2, 59, -3, -15, 3, 0.1
(55) O=C(CNc1ccccc1)N/N=C/c1ccc2c(c1)OCO2
    2.1, 2, -70, -0.3, 21, -3, 12, -1, 0.1
(56) Cc1ccc(/C=C/C(=O)OCC(=O)N2CC(=O)Nc3ccccc32)o1
    1.7, -1, -59, -1.3, 5, -6, -11, 2, -0.5
(57) CSC1=NCCN1C(=O)C(C)(C)Oc1ccc(Cl)cc1
    -1.4, -15, /, -3.3, /, -9, -6, 2, -0.8
